KLF5 inhibitor = KLF5 expression inhibitors, primary screen, DLD-1 cells, luminescence. DLD-1 KLF5 promoter-luciferase reporter. inhibition, % at 5 µM. 290,000 compounds, 0.23% hits;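 active = inhibition above a per-plate limit of that plate's mean compound inhibition plus 3 SD, cut at about 60% in these data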;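 note: 0% = DMSO wells and 100% = LY294002 at 200 µM; higher means less KLF5 promoter-driven luciferase light; inactives centre near -14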
aSyn UTR inh = MLPCN primary screen, SNCA 5' untranslated region. alpha-synuclein 5'UTR reporter, inhibitor activity. inhibition, % (tested at 7.5 µM). 300,000 compounds, 0.82% hits; in the data active = inhibition above about 60%;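 note: H4 neuroglioblastoma cells stably carrying SNCA 5'UTR luciferase fusion; 0% = DMSO wells and 100% = positive control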
IEC-6 cytotox = cytotoxicity in IEC-6 intestinal epithelial cells, primary screen, cytotoxicity control for KLF5 inhibitor project, cell-based, luminescence. IEC-6 cytotoxicity, luminescence viability. inhibition, % at 5 µM. 290,000 compounds, 0.78% hits. AID 1825, 2009; in the data active = inhibition above about 22%;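 note: 0% = plate median of test compound wells and 100% = cytotoxic reference compound wells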
HSF1 inhib = HSF1 inhibitors in luciferase reporter cells, primary screen, cell-based, NIH3T3, luminescence; NIH3T3-HGL HSE-luciferase, MG132-induced, luminescence 8 h; hits give low values; activity change, negative = inhibition, % at 7.5 µM (by protocol); 300,000 compounds, 0.77% hits; AID 2098, 2009;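 active = more than half of replicate wells show activity change below -50%, luminescence cut by over half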;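 note: luciferase reports HSF-1 transcriptional activity via heat shock element; 0% = median of DMSO wells and -100% = zero luminescence signal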
HIF activator = HIF pathway transcriptional activators, primary screen, cell-based, U2OS HRE-luciferase, luminescence; U2OS HRE-luciferase reporter; normalized: DMSO 0%, desferrioxamine 100%; activation, % at 7.5 µM (by protocol); 300,000 compounds, 0.32% hits; AID 1910, 2009;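 active = mean activation of at least 10% of the iron chelator positive control signal, with at least half of replicates also reaching 10%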
GSK3A inh = blockers of GSK3A enzyme activity – biochemical, luminescence, cell-free homogeneous, HTS, primary screen. inhibition, % at 10 µM. GSK-3 alpha kinase, ADP-Glo luminescence, 60 min. 320,000 compounds, 0.1% hits. Glycogen synthase kinase-3 alpha (Homo sapiens), P49840;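 in the data active = inhibition above about 50%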;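 note: GST-tagged GSK-3 alpha with peptide substrate and 25 µM ATP; 0% = DMSO neutral wells and 100% = GW8510 positive control wells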
Target sequence (P49840 whole entry, looked up): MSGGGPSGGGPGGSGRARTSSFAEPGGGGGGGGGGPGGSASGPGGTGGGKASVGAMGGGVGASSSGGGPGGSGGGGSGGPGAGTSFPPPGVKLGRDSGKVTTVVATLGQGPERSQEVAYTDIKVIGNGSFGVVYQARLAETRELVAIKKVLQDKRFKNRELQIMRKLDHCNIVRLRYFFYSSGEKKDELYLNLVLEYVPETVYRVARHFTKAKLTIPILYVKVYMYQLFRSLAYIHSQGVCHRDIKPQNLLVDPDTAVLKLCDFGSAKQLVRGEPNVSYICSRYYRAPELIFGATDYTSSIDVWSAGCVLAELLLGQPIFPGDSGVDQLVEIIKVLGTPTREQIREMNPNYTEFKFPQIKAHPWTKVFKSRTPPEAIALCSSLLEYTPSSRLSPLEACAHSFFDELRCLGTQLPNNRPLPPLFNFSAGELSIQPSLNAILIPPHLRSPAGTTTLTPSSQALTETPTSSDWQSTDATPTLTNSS
HSF-1 act = HSF-1 activators, primary screen, NIH3T3-HGL cells, MG132 stress, luminescence, single point | NIH3T3-HGL HSF-1 luciferase reporter, 8 h; 100% = twice DMSO control signal | activation, % at 9 µM | 300,000 compounds, 1.7% hits;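 active = mean replicate activation of at least 50% with a set share of replicates each reaching 50%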;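 note: 0% = median of the neutral control wells and 100% = twice that signal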
HSP90 refold inh = HSP90 inhibitors, primary screen, cell lysate, luminescence | Heat shock protein HSP 90 (rabbit reticulocyte lysate; luciferase refolding) | Rabbit reticulocyte lysate, luciferase refolding luminescence, 3 h | inhibition, % at 5.6 µM | 290,000 compounds, 0.91% hits;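 active = inhibition above the screen-wide mean plus 3 SD, computed separately per campaign, cut at about 16% in these data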;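 note: 0% = DMSO wells and 100% = 60 µM geldanamycin wells; inhibitors lower the luminescence because luciferase stays unfolded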
AI-2 QS mod = Vibrio harveyi AI-2 quorum sensing modulators, primary screen, JMH597 strain, luminescence/OD600 ratio; AID 2094, 2009; 300,000 compounds, 0.4% hits; Vibrio harveyi JMH597 AI-2 luminescence/OD600 ratio, 9 h; hits give low values; strain lacks LuxN and CqsS sensors; 0 = neutral-control median; activity change, % at 7.5 µM; in the data active = activity change below about -75%, passing the limit was not always enough;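 note: luminescence divided by OD600 gain over 9 h not by final OD600 alone; inactives centre near 13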
GSK3beta inhib = human GSK3beta kinase inhibitors, primary screen, biochemical, cell-free homogeneous, HTS | GST-GSK3beta kinase, ADP-Glo luminescence, 60 min; hits give low values | activity score (negative = inhibition), % at 10 µM | 300,000 compounds, 0.038% hits | AID 2097, 2009;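 active = more than half of replicate wells score below -50%, meaning over 50% inhibition versus plate controls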;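 note: 0% = median DMSO wells and -100% = median GW8510 positive control wells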
Target sequence (P49841 whole entry, looked up): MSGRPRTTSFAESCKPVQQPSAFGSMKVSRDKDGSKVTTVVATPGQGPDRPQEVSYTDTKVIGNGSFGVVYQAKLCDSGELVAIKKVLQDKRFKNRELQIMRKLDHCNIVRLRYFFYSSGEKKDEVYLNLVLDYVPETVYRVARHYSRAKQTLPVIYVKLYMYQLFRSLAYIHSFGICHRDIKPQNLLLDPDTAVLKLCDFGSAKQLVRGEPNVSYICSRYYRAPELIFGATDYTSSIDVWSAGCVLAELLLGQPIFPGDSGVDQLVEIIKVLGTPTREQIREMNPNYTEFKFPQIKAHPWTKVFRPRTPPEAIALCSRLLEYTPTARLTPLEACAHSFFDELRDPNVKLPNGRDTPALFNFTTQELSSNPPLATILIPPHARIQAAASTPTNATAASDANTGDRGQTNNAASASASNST
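Assay system: GST-tagged human GSK3beta kinase, cell-free; Input: 1.6 ng GSK3beta; Medium: Tris/MgCl2 kinase buffer; Timing: 60 min enzyme reaction, room temperature; Signal: ADP-Glo luminescence quantifying ADP generated by kinase; Evaluation: score relative to plate controls; Benchmarks: DMSO neutral wells and GW8510 at 20 µM as positive.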
The depositor's hits bear a star; . = no result given.

mol,HSP90 refold inh,GSK3A inh,HIF activator,HSF-1 act,KLF5 inhibitor,GSK3beta inhib,aSyn UTR inh,AI-2 QS mod,HSF1 inhib,IEC-6 cytotox
c1ccc(Oc2ccc(-c3ccn[nH]3)cc2)cc1,-2.0,-3.3,1.7,41.5,-96.0,5.4,-79.2,-73.1,19.1,6.4
O=C(CC(c1ccccc1)c1ccccc1)Nc1ccncc1,-0.2,-1.7,0.7,-5.3,1.1,-12.0,13.9,-9.2,3.1,1.7
O=C1CCCc2c1sc1nc3n(c(=O)c21)CCCCC3,2.5,6.5,1.9,25.4,-131.2,0.7,-106.8,10.6,5.6,-6.0
CSc1ccccc1NC(=O)c1ccccn1,-1.2,-1.4,2.0,7.7,-31.8,2.2,-20.1,9.8,2.0,0.5
COc1ccc(Oc2cccc(Cl)c2CNC(=O)c2ccccc2C(=O)O)cc1,-1.3,-1.3,0.9,-7.7,-17.6,3.9,-5.0,18.6,-2.0,16.9
O=c1oc2ccccc2c2c1SC(C(F)(F)F)C2 (stereo not drawn),-2.1,1.6,0.3,-2.8,2.8,3.2,-8.3,12.3,0.2,4.3
COc1ccc(CN(C(=O)c2snc(C(N)=O)c2N)C(C(=O)NC2CCCC2)c2ccc(OC)c(OC)c2)cc1 (stereo not drawn),-1.5,-1.6,-0.2,28.6,-10.1,0.5,-12.1,38.2,9.3,1.4
Cc1ccc(F)cc1NC(=O)CCc1c(C)nn(-c2ccc(N3CCCCC3)nn2)c1C,-2.9,-1.5,2.7,35.4,-32.7,11.6,-81.9,26.4,25.2,-3.1
COc1c(Cl)ccc(Cl)c1C(=O)NC(=O)N1CCOCC1,0.8,-0.8,0.0,-2.9,-13.8,-2.4,-8.5,7.6,-6.3,-0.6
O=C(N/N=C/c1ccccn1)C(O)c1ccccc1 (stereo not drawn),0.7,-1.4,-0.3,-3.2,-21.5,-3.5,-3.2,23.4,-3.4,-1.4
COc1ccc(NC(=O)CN(C)S(=O)(=O)c2ccc(Cl)cc2)cc1Cl,-4.9,-1.3,0.1,8.7,-7.3,-2.0,26.9,2.2,2.3,-0.8
O=C(c1ccncc1)N1CCN(C(=O)c2cccs2)CC1,3.4,-0.4,0.4,-20.5,-6.8,-1.4,-4.3,11.8,-4.0,9.1
Cc1cccc(CN2CCCC(C(=O)c3ccc4c5c(cccc35)CC4)C2)n1 (stereo not drawn),-0.2,-0.7,-0.8,13.2,-32.3,0.2,4.8,10.5,-3.1,-2.4
Cc1ccc(OCCC(=O)Nc2ccc(C)c(F)c2)cc1,-4.2,-0.7,-0.4,15.8,-21.9,-0.1,-6.4,-39.2,1.0,4.7
O=C(Nc1nnc(S(=O)(=O)N2CCOCC2)s1)c1ccccc1F,3.1,-1.1,0.8,-13.8,-20.6,-0.7,-9.1,14.1,4.2,7.9
COc1ccc2c(c1OC)C(=O)OC2CC(=O)c1ccc(N(C)C)cc1 (stereo not drawn),5.6,-1.7,-0.2,6.8,-2.1,-2.8,16.1,22.6,-11.9,0.5
COc1ccc(N2CCN(c3ccc(S(=O)(=O)N(C(C)C)C(C)C)cn3)CC2)cc1,-1.6,0.1,0.0,-17.1,-10.0,-2.9,-5.2,26.5,-7.2,-1.5
OCc1nc2nc(Cl)c(Cl)nc2[nH]1,3.7,0.9,2.1,5.6,-23.1,1.7,-2.5,24.5,-2.5,-1.4
CCn1c(CCC(=O)N(C)CC(=O)Nc2cccc(F)c2)nc2cc(S(=O)(=O)N(C)C)ccc21,.,-0.1,-1.9,-8.7,.,3.0,5.2,11.0,-0.1,.
CC(C)CCNC(=O)CCc1nnc(Cc2c[nH]c3ccccc23)o1,2.3,-4.1,0.2,-0.2,-3.4,0.5,-3.7,11.8,-1.6,2.2
Cc1ccccc1NC(=O)C(=O)NCCCN1CCCC1=O,.,-1.1,-4.3,9.6,.,3.6,-32.7,21.2,5.8,.
Cc1c(Br)c([N+](=O)[O-])nn1C(C)C(=O)N1CCc2ccccc2C1 (stereo not drawn),4.8,-0.8,-0.8,-10.3,-26.9,1.5,-5.4,10.1,0.7,0.7
CC(O)CNc1nc(Cl)c(C#N)s1 (stereo not drawn),0.6,-2.1,-0.3,4.2,1.0,1.8,12.4,11.5,1.4,3.7
O=C(O)c1ccccc1-c1ccccc1C(=O)NNc1ccccc1,3.7,.,0.2,-3.9,-8.0,-2.4,16.6,17.9,-3.1,-2.2
COc1ccc(Cl)cc1NC(=O)CN(C)C(=O)c1ccc(N2CCCCC2)c([N+](=O)[O-])c1,.,-0.2,0.0,21.3,.,2.2,19.9,-4.6,1.9,.
COc1ccc(NC(=O)Cc2c(F)cccc2Cl)c(OC)c1,3.0,-0.5,0.1,-8.2,-39.9,-9.0,43.5,14.4,1.3,1.0
Cc1ccc(S(=O)(=O)Nc2cc(S(=O)(=O)N3CCCCC3)ccc2N2CCOCC2)cc1,-1.9,0.1,-0.5,-1.8,0.5,1.3,-14.8,7.4,-1.7,3.2
CCOc1ccc(NC(=O)CN(Cc2ccccc2)S(C)(=O)=O)cc1,-0.6,1.4,0.8,-10.4,-32.5,0.1,6.7,16.5,-1.1,6.1
CCOC(=O)NN1C(=O)c2ccccc2NC1c1ccc(OC)cc1OC (stereo not drawn),-3.1,0.0,0.4,-4.9,-4.7,1.0,8.5,10.6,-3.5,-6.3
CCc1ccc2[nH]c(=O)c(CN(CCCN3CCOCC3)C(=O)Nc3ccccc3)cc2c1,2.0,8.5,-0.2,-18.5,-33.7,-2.6,-38.2,4.3,1.7,-4.5

Laid out differently: results already given.
COc1ccc(NC(=O)CN(C)S(=O)(=O)c2ccc(Cl)cc2)cc1Cl
  HSP90 refold inh = -4.9	GSK3A inh = -1.3	HIF activator = 0.1	HSF-1 act = 8.7	KLF5 inhibitor = -7.3	GSK3beta inhib = -2.0	aSyn UTR inh = 26.9	AI-2 QS mod = 2.2	HSF1 inhib = 2.3	IEC-6 cytotox = -0.8

Cc1ccc(OCCC(=O)Nc2ccc(C)c(F)c2)cc1
  HSP90 refold inh = -4.2	GSK3A inh = -0.7	HIF activator = -0.4	HSF-1 act = 15.8	KLF5 inhibitor = -21.9	GSK3beta inhib = -0.1	aSyn UTR inh = -6.4	AI-2 QS mod = -39.2	HSF1 inhib = 1.0	IEC-6 cytotox = 4.7

Further compounds follow.
mol,HSP90 refold inh,GSK3A inh,HIF activator,HSF-1 act,KLF5 inhibitor,GSK3beta inhib,aSyn UTR inh,AI-2 QS mod,HSF1 inhib,IEC-6 cytotox
Cc1cccc(NC(=O)C2(c3cccs3)CCOCC2)n1,-0.7,-3.2,0.3,3.8,-8.3,1.8,10.7,28.0,-3.7,0.7
O=C(O)c1ccccc1SCc1cn2cc(Br)ccc2n1,-2.1,-0.6,0.1,11.2,4.8,5.5,6.4,18.8,12.3,6.8
Cc1ccc(C(C)C)c(OCC(=O)Nc2ccc(Cl)cn2)c1,-2.1,1.1,0.0,5.3,15.4,-3.5,14.8,14.7,-3.3,-0.8
CCNS(=O)(=O)c1ccc(CCC(=O)NCCC2=CCCCC2)cc1,2.8,-2.8,-0.1,4.5,-58.2,6.0,12.8,7.9,-2.7,2.5
Cc1cc(NC(=O)c2sc(Nc3ccc(F)cc3)nc2N)no1,-5.6,36.5,0.3,-2.1,-22.6,-13.5,-46.3,-10.8,-4.8,1.2
CCn1c(CNC(=O)c2ccccc2Br)nnc1SCC(=O)Nc1nncs1,7.6,6.4,0.0,-3.6,-15.0,2.2,-0.8,29.0,-16.0,5.3
CCC/C(=N\NC(=O)Cc1csc(N2CCOCC2)n1)c1ccccc1,-2.9,1.8,0.2,13.1,11.4,0.5,18.0,11.6,4.2,-4.1
O=C(COC(=O)/C=C/c1ccc(Cl)cc1Cl)NCCC1=CCCCC1,-1.6,.,0.0,-4.9,-4.3,0.3,18.7,47.7,-1.8,-3.4
COc1cc(NC(=O)c2cc(-c3cccnc3)nc3ccc(C)cc23)c(OC)cc1Cl,-0.4,.,-0.1,10.7,-3.9,1.5,-51.9,-1.3,-6.6,-4.2
CCOc1cc(CNc2ccc(O)cc2)ccc1OCc1ccc(Cl)cc1Cl,4.2,-0.8,-0.2,26.2,-1.2,-1.5,10.7,27.5,0.6,-6.0
CC1=CC(=Nc2c(C)n(C)n(-c3ccccc3)c2=O)C=CC1=O,3.5,-7.5,-1.1,5.3,9.1,-5.7,-30.3,26.4,0.1,-2.1
NC(=O)c1ccc(-n2nnnc2SCC(=O)NC2CCCCC2)cc1,3.3,-0.1,-0.2,4.2,4.3,0.5,14.4,26.4,-7.9,-1.7
C/C(=N\NC(=O)C1COc2ccccc2O1)c1cccs1 (stereo not drawn),1.4,-1.2,0.3,-10.7,-2.1,-0.2,-37.0,36.6,-3.4,-1.1
O=C(NCCOC(=O)C1COc2ccccc2O1)C1COc2ccccc2O1 (stereo not drawn),0.3,-0.9,0.1,-4.1,3.2,-1.7,-34.2,10.8,-2.2,-0.5
O=C(CN1C(=O)c2cccnc2Oc2ccc(Cl)cc21)NC1CCCC1,3.8,-1.4,0.0,-6.2,-8.8,0.0,5.1,-1.0,-3.9,1.0
